Bioassay records: PubChem, several laboratories
BaF3 parental = parental Ba/F3 cell viability inhibition, counter-screen for JAK2V617F inhibitor project, murine pro-B, CellTiter-Glo luminescence; CellTiter-Glo ATP luminescence; inhibition, % at 5.6 µM; AID 1486, 2009; 220,000 tested, 1.1% active;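 active = inhibition above a per-campaign cutoff, the mean inhibition of all tested compounds plus 3 SD, cut at about 27% in these data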;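 also: 0% = DMSO wells and 100% = JAK Inhibitor I control wells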
S1P4 ag = S1P4 receptor agonists, primary screen, cell-based; AID 1509, 2009; activation, % at 4.98 µM; 220,000 tested, 0.35% active; S1P4-expressing cell line, agonist reporter assay; in the data active = activation above about 11%;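 also: 0% = DMSO vehicle and 100% = reference agonist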
Target sequence (O95977 whole entry, looked up): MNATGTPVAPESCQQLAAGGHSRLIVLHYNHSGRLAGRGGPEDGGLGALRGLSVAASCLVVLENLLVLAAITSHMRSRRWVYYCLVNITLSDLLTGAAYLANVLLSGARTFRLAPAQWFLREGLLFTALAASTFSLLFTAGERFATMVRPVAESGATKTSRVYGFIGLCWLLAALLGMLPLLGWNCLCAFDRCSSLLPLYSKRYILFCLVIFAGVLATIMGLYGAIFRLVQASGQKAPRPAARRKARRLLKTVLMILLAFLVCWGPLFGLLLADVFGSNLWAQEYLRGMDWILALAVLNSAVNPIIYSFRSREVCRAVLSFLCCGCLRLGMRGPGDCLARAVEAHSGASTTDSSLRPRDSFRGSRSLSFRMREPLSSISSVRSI
NPY-Y2 PAM-ag = NPY-Y2 potentiators or agonists, primary screen, cell-based; Neuropeptide Y receptor type 2 (Homo sapiens), P49146; cells expressing NPY-Y2, potentiator/agonist read-out; activation, % at 3.6 µM; 220,000 tested, 0.45% active; in the data active = activation above about 27%;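 also: cells stimulated with NPY near EC25 plus isoproterenol at EC100; 0% = vehicle plus submaximal agonist and 100% = vehicle plus saturating agonist; some results beyond the cut were filed as inactive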
S1P4 antag = S1P4 receptor antagonists, primary screen, cell-based; 220,000 tested, 0.26% active; Sphingosine 1-phosphate receptor 4 (Homo sapiens), O95977; S1P4-expressing cells, antagonist mode, reporter read-out; inhibition, % at 4.98 µM; in the data active = inhibition above about 29%;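 also: 0% = wells stimulated with agonist and 100% = vehicle wells without agonist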
Runt-CBFb FRET = inhibitors of RUNX1 Runt–CBFb binding, primary screen, biochemical, FRET, Cerulean-Runt, Venus-CBFb, uHTS; inhibition, % at 20 µM; Cerulean-Runt/Venus-CBFb FRET ratio 530/480, 1 h; 220,000 tested, 0.46% active; Runt-related transcription factor 1 (Homo sapiens) + Core-binding factor subunit beta …;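 active = inhibition over about 50% at 20 µM in the single-dose screen, limit read from the data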;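 also: 0% = DMSO wells and 100% = excess unlabeled CBFb competitor control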
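Measured by: fluorescence energy transfer, 422 nm excitation, 530/480 nm emission; test system: Cerulean-tagged RUNX1 Runt domain (FRET donor) fusion protein; buffer or medium: Tris pH 7.5 buffer with BSA; compound: one dose, 20 µM compound, 1% DMSO; times: two 1 h room-temperature incubations shielded from light; benchmarks: unlabeled CBFb 5 µM, positive control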
NPY Y1 blocker = NPY-Y1 receptor antagonists, primary screen, cell-based; Neuropeptide Y receptor type 1 (Homo sapiens), P25929; HEK293-CNG Y1 cells, membrane potential fluorescence; NPY at EC95, then isoproterenol; inhibition, % at 3.6 µM; 200,000 tested, 1% active;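 active = inhibition above the campaign mean inhibition of all tested compounds plus 3 SD, cut at about 20% in these data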;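 also: 0% = DMSO wells given NPY plus isoproterenol and 100% = isoproterenol alone without NPY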
Target sequence (P25929 whole entry, looked up): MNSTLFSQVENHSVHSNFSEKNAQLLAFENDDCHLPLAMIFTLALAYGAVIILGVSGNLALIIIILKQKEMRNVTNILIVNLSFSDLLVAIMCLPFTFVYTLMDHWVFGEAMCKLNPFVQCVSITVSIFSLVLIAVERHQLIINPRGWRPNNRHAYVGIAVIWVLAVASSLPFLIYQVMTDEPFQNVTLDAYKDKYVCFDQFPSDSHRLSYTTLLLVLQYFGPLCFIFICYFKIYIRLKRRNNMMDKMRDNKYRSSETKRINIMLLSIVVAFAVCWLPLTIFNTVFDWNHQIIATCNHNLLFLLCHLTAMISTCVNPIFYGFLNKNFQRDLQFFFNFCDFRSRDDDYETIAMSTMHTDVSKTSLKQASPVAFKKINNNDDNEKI
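Material: HEK293 cells co-expressing NPY Y1 receptor and cyclic-nucleotide gated channel. Timing: compound incubation 1 h at room temperature, readout 45 min post-stimulation. Signal: fluorescence, membrane potential probe.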
Ba/F3 V617F tox = reduced viability of JAK2V617F-dependent Ba/F3 cells, primary screen, JAK2V617F inhibitor project, cell-based, Ba/F3 EpoR-JAK2V617F, luminescence. ATP luminescence. 220,000 tested, 1.1% active. inhibition, % at 5.6 µM;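 active = inhibition above the campaign mean plus 3 SD over all tested compounds, cut at about 24% in these data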;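 also: cytokine-independent growth of Ba/F3 cells driven by EpoR plus mutant JAK2; 0% = DMSO-treated cells and 100% = JAK inhibitor I control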
RBBP9 inh = human RBBP9 inhibitors, primary screen, biochemical, fluorescence polarization, FP-Rh probe, HTS; Serine hydrolase RBBP9 (Homo sapiens), O75884; recombinant RBBP9; inhibition, % at 7.94 µM; 220,000 tested, 0.2% active;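 active = inhibition above the campaign mean of all tested compounds plus 3 SD, cut at about 14% in these data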;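 also: plate controls were DMSO wells with RBBP9 for no effect and wells lacking RBBP9 protein for full effect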
Target sequence (O75884 whole entry, looked up): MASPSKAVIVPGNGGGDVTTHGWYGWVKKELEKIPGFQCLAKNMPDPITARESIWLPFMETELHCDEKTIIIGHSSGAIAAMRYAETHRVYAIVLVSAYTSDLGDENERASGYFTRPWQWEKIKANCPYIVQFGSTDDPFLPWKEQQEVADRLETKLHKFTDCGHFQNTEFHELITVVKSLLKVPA
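Material: RBBP9 protein. Amount: RBBP9 at 2.5 µM in dispensed solution, before mixing. Schedule: 30 min then 45 min, 25 °C. Medium: Tris buffer pH 8.0, NaCl, Pluronic. Measured by: fluorescence polarization. Measure: percent inhibition from mP, scaled between DMSO and no-protein wells. Replication: one well per compound.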
NPY1 pot ag = NPY-Y1 receptor potentiators or agonists, primary screen, cell-based; Neuropeptide Y receptor type 1 (Homo sapiens), P25929; NPY-Y1 expressing cells, potentiator/agonist activation; activation, % at 3.6 µM; 220,000 tested, 0.37% active; in the data active = activation above about 33%, passing the limit was not always enough;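 also: cells stimulated with NPY at EC10 then isoproterenol at EC100; 0% = low agonist plus stimulus and 100% = saturating agonist plus stimulus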
* hit, by the source's call; . = no result given.

structure	BaF3 parental	S1P4 ag	NPY-Y2 PAM-ag	S1P4 antag	Runt-CBFb FRET	NPY Y1 blocker	Ba/F3 V617F tox	RBBP9 inh	NPY1 pot ag
CC[n+]1c(-c2ccc(C)cc2)csc1Nc1c(C)n(C)n(-c2ccccc2)c1=O	1	-1.6	4	-13	0	-4	3	-7	21
CC(C)NC(=O)/C(C#N)=C/c1ccc2c(c1)OCCO2	3	-2.9	-6	-7	0	3	0	-5	9
Cc1nnc(SCC(=O)Nc2cc(C(F)(F)F)ccc2N2CCOCC2)o1	1	1.2	-4	-21	0	6	-1	2	-9
Cc1ccc(Sc2ncccc2/C=N/O)cc1	-2	-1.1	-16	4	2	1	-4	-5	8
Cc1ccc(CC(NC(=O)c2ccccc2)C(=O)NCC(=O)O)cc1 (configuration not stated)	4	-0.9	0	-14	1	-3	0	-11	-16
O=C(CC(Nc1cccc(Cl)c1Cl)C(=O)OCC(=O)c1cccs1)c1ccccc1 (configuration not stated)	7	-0.1	-7	-2	12	-1	0	-3	-6
N#CCCN(Cc1cccnc1)C(=O)c1ccc(S(=O)(=O)N2CCOCC2)cc1	7	-0.6	9	-1	-1	2	-1	4	6
COc1cc2c(cc1OC)CN(C(=O)COc1ccc(C)c(C)c1)CC2	3	0.0	5	3	-2	8	-4	-8	-8
COc1ccc(C(=O)NC(C(=O)NCC(=O)Nc2c(C)cccc2C)C(C)C)cc1 (configuration not stated)	7	0.1	-3	-1	0	4	0	-14	-6
COc1ccccc1Nc1nc2nonc2nc1N1CCC(C)CC1	5	0.5	0	-2	1	0	-2	-4	-9
Cc1ccn2c(/C=N/OCc3cccc(F)c3)c(-c3ccc(Cl)cc3)nc2c1	4	3.6	-4	-20	7	4	0	-4	16
O=C(c1cccc(NS(=O)(=O)c2cccc(F)c2)c1)N1CCN(c2ccccc2)CC1	6	0.3	1	-10	-2	2	-4	-7	4
CCOC1=NS(=O)(=O)c2ccccc21	0	-1.3	-2	-3	3	-1	-3	7	1
NS(=O)(=O)c1ccc(-c2ccc(C=NC3CCS(=O)(=O)C3)o2)cc1 (configuration not stated)	4	2.1	10	-19	2	-2	-1	-6	1
Cn1c(NCc2ccccc2)nc2c1c(=O)n(Cc1ccccc1)c(=O)n2C	-2	-4.0	14	-4	0	-2	-4	-4	-2
CCOC(=O)CSC1=C(C#N)C(=O)NC(c2ccc(OC)c(OC)c2)S1 (configuration not stated)	1	0.8	3	1	11	6	-1	-9	6
CC(C)=CCCC1=CCC(/C=N/NC(N)=O)C(C)C1 (configuration not stated)	4	1.4	9	-5	1	0	1	-9	8
CN(C)S(=O)(=O)c1ccc(C(=O)Nc2nnc(-c3ccco3)o2)cc1	4	2.2	12	-5	-1	6	1	-5	16
Cc1cccn2c(=O)c3cc(S(=O)(=O)c4ccc(F)cc4)c(=N)n(Cc4ccco4)c3nc12	-2	1.6	-23	-20	10	.	1	4	24
CCCc1ccc(NS(=O)(=O)c2c(C)oc(C)c2C(=O)OC)cc1	-3	-0.1	-5	3	0	.	-2	-3	-12
COC(=O)c1cc(NC(=O)c2c(-c3c(Cl)cccc3Cl)noc2C)ccc1N1CCOCC1	1	-1.6	-10	1	-1	.	-6	-4	8
Cc1cc(C(=O)Nc2ncn[nH]2)ccc1[N+](=O)[O-]	4	-1.1	-1	-18	2	1	0	-1	15
CC(=O)c1ccccc1OCCOc1ncnc2sccc12	-1	0.3	12	-14	1	2	0	2	1
COc1ccc2c(c1OC)C(=O)N1c3cccc(Cl)c3C(=O)OC21 (configuration not stated)	-4	-0.3	23	-10	-1	6	-4	-5	-8
Cc1ccc(C2=NC(C(F)(F)F)(C(F)(F)F)c3c(n(-c4ccc(F)cc4)c(=O)[nH]c3=O)N2)cc1	4	1.0	0	-18	-2	4	0	-4	-7
Cc1ccc(S(=O)(=O)N2CCN(C(=O)CN3CCOCC3)C2c2ccccc2)cc1 (configuration not stated)	1	0.7	-15	-18	-2	12	-3	-5	7
Cc1ccccc1OCC(=O)OCC(=O)c1ccc(OC(=O)c2ccccc2)cc1	-2	-2.9	3	0	-2	-3	-4	-2	16
COC(=O)CCC(=O)NC(=S)Nc1ccc(S(=O)(=O)N2CCCC2)cc1	4	-0.6	-5	-13	2	0	4	-1	-10
COc1ccc(NC(=O)N/C=C/c2ccc(Cl)cc2)cc1	3	0.1	4	0	-1	-4	-3	-5	5
O=C(NNS(=O)(=O)c1ccc2ccccc2c1)C1CCN(Cc2ccccc2)CC1	13	-1.0	-29	-10	-2	9	0	-5	-17

Following part:
Every second line gives: BaF3 parental | S1P4 ag | NPY-Y2 PAM-ag | S1P4 antag | Runt-CBFb FRET | NPY Y1 blocker | Ba/F3 V617F tox | RBBP9 inh | NPY1 pot ag
> Cc1ccc2c(c1)[nH]c1c(N3CCN(Cc4ccccc4)CC3)ncnc12
    12 | -0.9 | -13 | -21 | -5 | 6 | 2 | 14 | -18
> Clc1ccc(N2N=C(c3cccs3)CC2c2ccco2)cc1 (configuration not stated)
    0 | 14* | 6 | -4 | . | 7 | 2 | -8 | -7
> CC1(C)Cc2c(sc(NC(=O)Cc3ccccc3)c2C#N)CO1
    1 | 1.4 | -11 | -9 | 4 | . | -1 | 9 | 2
> Cc1sc(NC(=O)CCC(=O)O)c(C#N)c1C
    1 | 0.2 | -8 | 4 | 6 | 4 | 3 | -4 | 7
> Cc1cc(C)n2[nH]c(=O)c(N=Nc3cccc(Cl)c3)c2n1
    1 | 1.4 | 3 | -9 | -3 | 4 | 0 | 7 | -11
> CCOC(=O)c1ccc(N2CN=C3SCC(=O)N3C2)cc1
    5 | 0.7 | 2 | -8 | -2 | -7 | 0 | -1 | 1
> O=C(N/N=C/c1cccs1)c1n[nH]c2c1CCCC2
    2 | 0.0 | -11 | 10 | 2 | . | 2 | -3 | 7
> CSc1ccc(C#N)cc1NC(=O)c1ccc(Cl)cc1
    1 | -3.0 | -24 | 5 | -1 | 8 | -2 | -5 | -56
> Cc1cc(C)n(-c2nc(NCCCN(C)C)c3c4c(sc3n2)COC(C)(C)C4)n1
    -4 | 0.2 | -26 | -4 | 0 | . | 0 | -4 | -3
> CCCCOc1ccc(Nc2nc(C)cc(C)c2C#N)cc1
    2 | -1.0 | -16 | -20 | -4 | 8 | -1 | -9 | -57

Some values from the list:
For NPY1 pot ag, `Cc1cc(C)n(-c2nc(NCCCN(C)C)c3c4c(sc3n2)COC(C)(C)C4)n1` is entered as -3
For Ba/F3 V617F tox, `O=C(N/N=C/c1cccs1)c1n[nH]c2c1CCCC2` is entered as 2
For NPY-Y2 PAM-ag, `CC1(C)Cc2c(sc(NC(=O)Cc3ccccc3)c2C#N)CO1` is entered as -11
For NPY Y1 blocker, `CCOC(=O)c1ccc(N2CN=C3SCC(=O)N3C2)cc1` is entered as -7

Remaining list, next part.
Every second line gives: BaF3 parental | S1P4 ag | NPY-Y2 PAM-ag | S1P4 antag | Runt-CBFb FRET | NPY Y1 blocker | Ba/F3 V617F tox | RBBP9 inh | NPY1 pot ag
> NS(=O)(=O)c1ccc(NCC2COc3ccccc3O2)c([N+](=O)[O-])c1 (configuration not stated)
    2 | 0.5 | 18 | -7 | -3 | 0 | 2 | -9 | 18
> CCCC(=O)Nc1cnc(NC(=O)c2cccc(F)c2)cc1C
    0 | 0.7 | -2 | 3 | -2 | -3 | -2 | -5 | -3
> C#CCOCCOCCOCCNc1nc(N2CCN(C(=O)[C@H](C)n3cc(CCCN=C(N)N)nn3)CC2)nc(N2CCN(C(=O)[C@H](CCCCN)n3cc(CCCC)nn3)CC2)n1
    3 | 1.1 | 9 | 7 | 1 | -6 | -2 | -4 | 27
> Cc1[nH]c2ccccc2c1/C=C/c1nc2ccccc2c(=O)n1-c1cccc([N+](=O)[O-])c1
    2 | 2.9 | -4 | 0 | -1 | -2 | -5 | 5 | 19
> CCCCN(CC)S(=O)(=O)c1ccc(C(=O)Nc2nnc(-c3cccs3)o2)cc1
    2 | -2.1 | 0 | 5 | 1 | 7 | -6 | 0 | -2
> O=C(Nc1ccccc1)Nc1nnc(SCc2ccc(Cl)cc2)s1
    2 | -0.9 | 10 | -6 | -2 | 2 | -5 | -5 | -6
> CCOC(=O)N1CCN(C(=O)CS(=O)(=O)c2cn(Cc3cccc(F)c3)c3ccccc23)CC1
    -1 | -2.3 | 8 | -12 | -2 | -6 | -1 | 2 | 4
> c1ccc(-n2c(Cc3cn4ccsc4n3)nnc2N2CCOCC2)cc1
    0 | 1.1 | 4 | -7 | 0 | 2 | -3 | -4 | 0
> Cc1csc(SCc2nc3scc(-c4ccccc4)c3c(=O)[nH]2)n1
    4 | 1.4 | -8 | -10 | -12 | -2 | 3 | -11 | -12
> Cc1ccn2c(NC(=O)C(C)(C)Oc3ccc(Cl)cc3)c(-c3cccs3)nc2c1
    3 | 0.3 | -17 | -30 | 0 | 17 | 2 | -1 | -49
> CCN(CC)c1ccc(/C=C(\C#N)C(N)=O)cc1
    4 | 1.0 | 15 | -19 | 29 | 2 | -3 | -10 | 0
> O=C(NCCc1ccccc1)C(=O)N/N=C/c1ccc2c(c1)OCO2
    5 | -0.1 | -10 | -9 | . | -1 | 1 | -5 | -3
> N#CC1=C(N)C(C#N)(C#N)C(c2cccnc2)C2CN(C(=O)OCc3ccccc3)CC=C12 (configuration not stated)
    1 | -0.1 | -13 | -15 | 8 | -2 | 3 | -8 | -44
> O=[N+]([O-])c1ccc(-c2nn(-c3ccccc3)cc2/C=N/n2c(-c3cccs3)n[nH]c2=S)cc1
    0 | 0.6 | -4 | 2 | -1 | . | -1 | -4 | 12
> Cc1cc(C)c(C#N)c(SCC(=O)c2cccs2)n1
    0 | -1.1 | 6 | -14 | -15 | 2 | -2 | -5 | 6
> COc1ccc(C2=NO[C@@H]3C(=O)N(c4c(C)cccc4C)C(=O)[C@H]23)cc1OC
    1 | -0.1 | 14 | -11 | 1 | 3 | -3 | 1 | -8

Reprinted from the results shown for reference:
Every second line gives: BaF3 parental | S1P4 ag | NPY-Y2 PAM-ag | S1P4 antag | Runt-CBFb FRET | NPY Y1 blocker | Ba/F3 V617F tox | RBBP9 inh | NPY1 pot ag
> CCN(CC)c1ccc(/C=C(\C#N)C(N)=O)cc1
    4 | 1.0 | 15 | -19 | 29 | 2 | -3 | -10 | 0
> O=C(NCCc1ccccc1)C(=O)N/N=C/c1ccc2c(c1)OCO2
    5 | -0.1 | -10 | -9 | . | -1 | 1 | -5 | -3
